# Compound activity (PubChem BioAssay)
# Mtb BioA inh = M. tuberculosis BioA enzyme inhibitors, primary screen, biochemical, plate reader, single point, HTS; inhibition, % at 9.99 µM; purified M. tuberculosis BioA enzyme; AID 602481, 2012; 360,000 compounds, 0.096% hits; 7,8-diaminopelargonic acid synthase BioA (Mycobacterium tuberculosis); in the data active means inhibition above about 40%; inconclusive means no clear call, values can overlap the other calls
# Mtb FBA inh = Mtb FBA enzyme inhibitors, primary screen, biochemical, fluorescence, strain H37Rv. Fructose-bisphosphate aldolase (Mycobacterium tuberculosis (strain ATCC 25618 / H37Rv)), …. purified M. tuberculosis FBA, fluorescence read-out. inhibition, % at 1 µM. 360,000 compounds, 2.3% hits; in the data active means inhibition above about 27%;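 further: 0% = vehicle and 100% = reference inhibitor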
# Target sequence (P9WQA3 whole entry, looked up): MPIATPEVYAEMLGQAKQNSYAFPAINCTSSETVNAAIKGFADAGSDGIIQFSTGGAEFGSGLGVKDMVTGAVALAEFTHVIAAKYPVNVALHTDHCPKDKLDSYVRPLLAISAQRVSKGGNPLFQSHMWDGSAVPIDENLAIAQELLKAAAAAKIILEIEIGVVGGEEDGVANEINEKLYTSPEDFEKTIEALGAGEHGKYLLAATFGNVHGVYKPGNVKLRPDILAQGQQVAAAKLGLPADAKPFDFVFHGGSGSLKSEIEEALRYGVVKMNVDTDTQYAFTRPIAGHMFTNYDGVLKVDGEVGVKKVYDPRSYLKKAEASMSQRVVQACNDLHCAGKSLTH
# FadD28 binding = inhibitors of FadD28 bisubstrate probe binding, primary screen, biochemical, fluorescence polarization, single point | Mycobacterium tuberculosis FadD28 fatty-acid-AMP ligase | inhibition, % at 12.5 µM | 360,000 compounds, 0.22% hits | AID 588549, 2011; in the data active means inhibition above about 8.5%, passing the limit was not always enough; inconclusive means no clear call, values can overlap the other calls
# Rv3671c protease = Rv3671c serine protease inhibitors, primary screen, biochemical, fluorescence polarization, M. tuberculosis H37Rv. 320,000 compounds, 0.048% hits. AID 2606, 2010. P9WHR9. inhibition, % at 5.96 µM; in the data active means inhibition above about 38%;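 further: extracellular domain of Rv3671c used as enzyme; 0% = enzyme with DMSO and 100% = no enzyme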
# CCHF vOTU inh = CCHFV vOTU protease inhibitors, primary screen, biochemical, Pep-AMC substrate, fluorescence. Crimean-Congo hemorrhagic fever virus L polyprotein viral ovarian tumor (vOTU) protease …. inhibition, % at 11.5 µM. 370,000 compounds, 0.55% hits; further: 0% = vehicle wells with enzyme and 100% = no enzyme wells
# UGM FP inh = M. tuberculosis UGM enzyme inhibitors, primary screen, biochemical, fluorescence polarization, single point; UDP-galactopyranose mutase (Mycobacterium tuberculosis (strain ATCC 25618 / H37Rv)), …; inhibition, % at 10 µM; 320,000 compounds, 0.06% hits; purified UGM, fluorescence polarization probe displacement; in the data active means inhibition above about 10%, passing the limit was not always enough; inconclusive means no clear call, values can overlap the other calls
# Target sequence (P9WIQ1 whole entry, looked up): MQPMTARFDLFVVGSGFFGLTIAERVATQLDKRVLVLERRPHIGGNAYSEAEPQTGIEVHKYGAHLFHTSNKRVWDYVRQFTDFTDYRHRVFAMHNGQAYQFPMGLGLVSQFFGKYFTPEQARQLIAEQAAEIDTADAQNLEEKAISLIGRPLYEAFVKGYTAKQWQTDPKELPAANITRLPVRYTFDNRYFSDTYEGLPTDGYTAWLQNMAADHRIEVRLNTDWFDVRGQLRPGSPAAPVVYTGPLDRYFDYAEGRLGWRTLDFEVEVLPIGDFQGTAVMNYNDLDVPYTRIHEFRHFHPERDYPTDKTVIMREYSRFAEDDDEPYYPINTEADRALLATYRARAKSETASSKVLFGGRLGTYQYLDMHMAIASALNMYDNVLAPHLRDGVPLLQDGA
# GDH-TPI counter = GDH-TPI coupling enzyme inhibitors, primary screen, artefact control for M. tuberculosis FBA inhibitor project, biochemical, absorbance, full deck. GDH-TPI coupled enzyme counterscreen, NADH absorbance. inhibition, % at 4.8 µM. 360,000 compounds, 1.2% hits;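 further: 0% = DMSO wells and 100% = wells lacking the enzyme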
# BoNT-F LC inh = BoNT/F light chain protease inhibitors, primary screen, biochemical, flow cytometry, MLPCN library | Multiplex microsphere protease cleavage assay | inhibition, % at 10 µM | 360,000 compounds, 0.22% hits | AID 588497, 2011; in the data active means inhibition above about 35%, passing the limit was not always enough; inconclusive means no clear call, values can overlap the other calls; further: plate controls were buffer without enzyme for full effect and enzyme alone for no effect
# DUSP3 inh = VHR1 phosphatase inhibitors, primary screen, biochemical, absorbance, uHTS; Dual specificity protein phosphatase 3 (Homo sapiens), P51452; inhibition, % at 13.3 µM; recombinant VHR phosphatase, pNPP absorbance; 290,000 compounds, 0.52% hits; in the data active means inhibition above about 50%; further: some compounds called inactive have numbers as strong as hits
# Target sequence (P51452 whole entry, looked up): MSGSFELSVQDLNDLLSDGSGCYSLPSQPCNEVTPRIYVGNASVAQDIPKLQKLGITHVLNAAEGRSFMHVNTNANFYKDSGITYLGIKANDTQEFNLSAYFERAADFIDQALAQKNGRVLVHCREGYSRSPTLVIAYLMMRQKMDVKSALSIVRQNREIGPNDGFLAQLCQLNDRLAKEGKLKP
# MazEF act = activators of E. coli MazEF toxin-antitoxin RNase, primary screen, biochemical, fluorescence, uHTS; Endoribonuclease toxin MazF (Escherichia coli (strain K12)), P0AE70; FAM/BHQ RNA-DNA oligo cleavage fluorescence, 5 h; activation, % at 20 µM; 350,000 compounds, 0.32% hits; AID 504720, 2011; in the data active means activation above about 50%
# Target sequence (P0AE70 whole entry, looked up): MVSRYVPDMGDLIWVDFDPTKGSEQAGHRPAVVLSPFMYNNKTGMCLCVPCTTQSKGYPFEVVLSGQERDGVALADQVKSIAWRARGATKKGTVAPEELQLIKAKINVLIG
# The depositor's hits bear a star; i = inactive; ? = inconclusive; . = no result given. Unless noted, no stated cut-off is given here; in the data, active means inhibition above about 30%; inactive means the rest.
structure,Mtb BioA inh,Mtb FBA inh,FadD28 binding,Rv3671c protease,CCHF vOTU inh,UGM FP inh,GDH-TPI counter,BoNT-F LC inh,DUSP3 inh,MazEF act
CCOC(=O)C1CCN(CC(=O)Nc2cc(C)nn2-c2nc3ccccc3s2)CC1,1.3,3,-0.3,.,13,.,9,3,-3,7
O=C(Nc1ccc(Oc2cccnc2)cc1)C1CCCCN1Cc1ccc(CO)o1 (stereo not drawn),2.0,1,-0.8,0,-3,2.1,2,8,41,-1
CC(NS(=O)(=O)c1ccccc1)c1n[nH]c(=S)n1-c1ccccc1 (stereo not drawn),.,2,-3.7,4,-7,0.8,-4,-9,-8,6
CC1CN(C(=O)CCC(=O)N2CCCCC2)c2ccccc2O1 (stereo not drawn),-0.4,1,0.3,2,18,-1.7,0,-1,13,7
CSc1ccc(CN2CCN(C(=O)Cc3ccccc3)CC2)cc1,2.1,2,0.2,5,4,-1.7,31*,.,.,5
O=C(NCCNC1CCC(c2ccccc2)CC1)c1cccs1 (stereo not drawn),.,1,-0.5,-1,-2,2.1,5,-2,4,11
C[N+](C)=C1SCC(C)(/C=N/O)S1 (stereo not drawn),.,2,-3.1,-3,-5,0.3,-2,3,17,-12
CN(C)c1ccc(/C=C2\N=C(C(C)(C)C)OC2=O)cc1,-3.1,-1,0.2,-1,14,7.3,8,4,11,i
CCN1C(=O)CSC1=Nc1ccc(Cl)c(Cl)c1,3.6,0,-0.9,3,-9,-1.1,-13,-7,34,-4
Cc1c(CCO)c(=O)n(-c2ccccc2)n1S(=O)(=O)c1ccc(F)cc1,-0.2,-7,-3.4,0,3,-1.4,-1,?,13,-4
CN(CC(=O)Nc1ccc(C(N)=O)cc1)S(=O)(=O)c1ccc2c(c1)OCCO2,-2.0,4,-0.2,-6,6,-3.6,14,-6,.,1
Cc1[nH]n(-c2ccccc2)c(=O)c1N=Nc1ccc(Cl)cc1,-1.2,-1,-1.2,4,-10,-3.7,-1,-30,14,11
COCCNC(=O)CN(C(=O)CCC(=O)Nc1cc(C)on1)c1cccc(C)c1C,-0.8,1,-1.4,-5,-18,1.5,13,-5,6,-7
Cn1cc[n+](C)c1P(=S)(c1ccccc1)c1ccccc1,1.5,-2,-0.3,0,-14,-3.4,1,5,14,4
COc1cc(C(=O)NCCC(=O)N2CCN(C)CC2)cc(OC)c1OC,-1.3,-2,-1.6,2,4,-0.7,23,7,7,5
COc1ccc(S(=O)(=O)NC(=O)C2(C)CCN2C(=O)c2ccc(C(F)(F)F)nc2C)cc1 (stereo not drawn),-1.0,0,-2.1,.,0,.,12,-3,.,.
CN(CC1CCOCC1)C(=O)CC1C(=O)NCCN1CC1CCCCC1 (stereo not drawn),-0.7,3,0.3,12,-2,1.9,3,-8,10,7
O=C(NN=Cc1ccc(OC(F)F)cc1)c1ccc(NS(=O)(=O)c2cccs2)cc1,-2.4,0,-4.3,-18,19,0.2,33*,-3,.,1
O=C(COc1ccccc1[N+](=O)[O-])Nc1cccnc1,2.7,0,-2.9,0,9,2.4,3,3,0,-5
CCOC(=O)C1CCN(C(=O)Cn2nc(C)n3nc(-c4ccc(OC)cc4)cc3c2=O)CC1,-1.5,11,-0.4,-1,11,3.3,4,-3,-6,3
CC(=O)NCCc1nc2cc(NC(=O)c3ccccc3)ccc2n1C,3.1,-2,-3.2,8,9,1.7,-6,0,-7,0
O=C(NNS(=O)(=O)c1ccc(Cl)cc1)c1cccs1,.,-3,-0.6,4,0,-2.3,1,-14,19,-12
S=C(NCCc1ccccc1)N1CCCCC1,.,-4,-1.4,-1,6,-0.6,7,-1,2,-7
O=C(CSc1nnc(-c2ccccc2)o1)N1CCCCC1,-1.5,5,0.0,-11,-8,-2.7,-1,4,17,5
CC(C)OCC(O)Cn1c(N2CCCC2)nc2c1c(=O)n(C)c(=O)n2C (stereo not drawn),6.2,1,-2.1,1,-13,1.3,0,-4,13,3

# Some of the entries above in a different format.
# Values run as follows: Mtb BioA inh | Mtb FBA inh | FadD28 binding | Rv3671c protease | CCHF vOTU inh | UGM FP inh | GDH-TPI counter | BoNT-F LC inh | DUSP3 inh | MazEF act
> C[N+](C)=C1SCC(C)(/C=N/O)S1 (stereo not drawn)
→ . | 2 | -3.1 | -3 | -5 | 0.3 | -2 | 3 | 17 | -12
> CN(C)c1ccc(/C=C2\N=C(C(C)(C)C)OC2=O)cc1
→ -3.1 | -1 | 0.2 | -1 | 14 | 7.3 | 8 | 4 | 11 | i
> CCN1C(=O)CSC1=Nc1ccc(Cl)c(Cl)c1
→ 3.6 | 0 | -0.9 | 3 | -9 | -1.1 | -13 | -7 | 34 | -4
> Cc1c(CCO)c(=O)n(-c2ccccc2)n1S(=O)(=O)c1ccc(F)cc1
→ -0.2 | -7 | -3.4 | 0 | 3 | -1.4 | -1 | ? | 13 | -4

# The list goes on:
structure,Mtb BioA inh,Mtb FBA inh,FadD28 binding,Rv3671c protease,CCHF vOTU inh,UGM FP inh,GDH-TPI counter,BoNT-F LC inh,DUSP3 inh,MazEF act
Cc1ccccc1C(=O)Nc1ccc2c(c1)CCCN2C(=O)c1cccs1,4.7,0,-4.4,0,11,0.0,10,-2,-9,8
CCOC(=O)c1c(C)sc2c1N(C(=O)CN(CC)CC)c1cc(Cl)ccc1S2,-1.2,-7,-4.0,-2,13,-1.8,-8,-12,33,1
CCn1c(SCC(=O)N2CCCC2)nnc1-c1ccc(N)cc1,-9.2,6,0.3,-9,0,-3.2,5,-26,0,4
CSCCC(NS(=O)(=O)c1ccccc1F)C(=O)NNC(=O)c1csc(N2CCOCC2)n1 (stereo not drawn),0.2,0,-1.9,0,-6,0.0,-1,-9,.,7
CCN(CCCNC(=O)CN1C(=O)COc2ccccc21)c1cccc(C)c1,-3.3,0,0.2,0,5,-1.2,5,5,-18,-2
CC1CCN(C(=O)Cn2cc3c(n2)CCCC3)CC1,-0.1,3,0.0,-6,5,0.8,2,-2,7,0
CCOC(=O)c1cccc(-n2cccc2/C=C2\NC(=O)N(CC(=O)O)C2=O)c1,-1.5,0,-2.0,1,21,3.2,31*,2,.,0
O=C(O)c1nn(-c2cccc(C(F)(F)F)c2)ccc1=O,.,-3,-1.4,2,17,1.2,5,0,2,3
CC(=O)/C(C(=N)N1CCN(Cc2ccccc2)CC1)=C(\C)O,0.4,1,-4.4,1,7,5.1,11,9,24,3
O=C(CSc1nncn1-c1ccccc1)Nc1ccccc1,0.4,1,-3.7,0,-5,2.9,-5,-12,4,0
Cc1ccc(N(C(=O)CCC(=O)Nc2cc(C)on2)C(C(=O)NC2CCCC2)c2ccccc2)cc1 (stereo not drawn),.,1,-1.5,-13,9,6.5,8,5,18,3
Cc1cc(C)n(-c2ccc(NC(=O)C3CCN(Cc4cc(C)c(C)o4)CC3)cc2)n1,-0.5,-1,-2.2,-3,-1,2.1,1,6,32,-2
CC(C)NC(=O)C1(C)CCCN1C(=O)c1ccc2c(c1)C(C)(C)CCC2(C)C (stereo not drawn),1.1,2,-1.9,.,7,.,8,2,.,.
Cc1ccccc1CNS(=O)(=O)c1c(C)[nH]c(C)c1C(=O)N1CCCCC1,-4.0,4,-0.2,-7,-5,2.3,15,4,28,-14
O=C(Nc1ccccc1F)c1ccc(S(=O)(=O)N2CCCCCC2)cc1,-1.2,3,-1.9,0,6,-2.1,5,0,.,5
CCOC(=O)C(c1ccccc1)C(Nc1ccccc1)c1ccccn1 (stereo not drawn),.,2,-1.1,3,-10,-0.3,-1,2,-18,3
COc1cc(C2c3c(n[nH]c3C)C(=O)N2c2ccc(Br)cc2)ccc1O (stereo not drawn),19,7,-10,5,6,-1.4,-4,7,12,7
CC(C)O/C(=N\S(=O)(=O)c1ccc(Cl)cc1)c1ccccc1,.,-1,0.2,-4,-3,.,10,1,5,3
Cc1ccc(Nc2nnc(SCC(=O)c3cc4ccccc4o3)s2)cc1C,-0.7,3,-0.8,-61,21,.,16,-6,1,20
Cc1ccc(CN(Cc2ccco2)S(=O)(=O)c2ccc(S(=O)(=O)NCC3CCCO3)cc2)cc1 (stereo not drawn),.,-1,0.6,3,6,-0.3,9,1,0,4
CN1C(=O)c2ccc(NC(=S)NC(=O)C(C)(C)C)cc2C1=O,1.5,-1,-1.5,3,-20,0.8,6,2,9,6
OCCC1CN(Cc2ccon2)CCN1Cc1ccc(F)c(F)c1 (stereo not drawn),-15,-1,-2.9,11,8,0.4,-2,-5,0,0
O=C(O)c1ccc2c(c1Nc1ccccc1)C(=O)c1ccccc1C2=O,3.4,2,1.5,4,12,-0.4,10,?,27,-9
CN(C(=O)COc1ccc(S(=O)(=O)N2CCOCC2)cc1[N+](=O)[O-])C1CCS(=O)(=O)C1 (stereo not drawn),-2.7,4,-2.4,8,3,-1.3,0,8,23,6
O=C(C1CCC(=O)N(C2CCCC2)C1)N1CCN(c2ccc(Cl)cc2)CC1 (stereo not drawn),.,-1,-0.4,0,-3,1.4,6,4,-6,1
N#CCCn1cc(C(=O)Nc2ccc(F)cc2)c(-c2ccccc2)n1,-0.3,1,0.2,.,-12,-0.2,5,?,-6,8
Cc1cc(C)cc(OCC(=O)NNC(=O)CCN2C(=O)c3ccccc3C2=O)c1,.,-1,-2.8,1,-7,-0.2,0,-3,2,-12
CCC(=O)Nc1ccc(Nc2nc(C)c([N+](=O)[O-])c(Nc3ccc(NC(=O)CC)cc3)n2)cc1,.,-3,-4.8,-5,5,1.0,9,-3,27,5
Cc1nnc(SCCN2CCOCC2)n1C,-0.6,1,-3.7,-1,-15,.,-4,-1,-11,2
O=S(=O)(c1ccccc1Cl)N1CCC(O)(c2ccc3c(c2)OCO3)CC1,1.8,-2,-4.0,3,.,0.8,-4,7,25,4
C=CCNC(=O)NC(=O)COC(=O)COc1ccc(Br)cc1F,1.1,-1,-0.6,-4,-4,2.2,4,.,1,5
COC(=O)c1ccc(NC(=S)Nc2ccccn2)cc1,0.2,3,-3.5,-4,15,-1.4,12,-5,9,1
CCOC(=O)C1(C)CCN1C(=O)c1cc(C)n(C(C)(C)C)n1 (stereo not drawn),1.9,0,0.8,.,.,.,7,3,.,.
COc1ccc(OC)c(-n2c(-c3cccc(S(=O)(=O)N(C)C)c3)n[nH]c2=S)c1,-1.2,0,0.1,-2,-2,1.7,-2,-3,22,15
COCCNc1nc(NCc2ccc(C)cc2C)c2sccc2n1,2.0,2,-1.9,.,15,.,2,-5,.,.
O=c1[nH]c(=S)[nH]c2c1C(c1ccc(Cl)cc1)OC(CCc1ccccc1)C2 (stereo not drawn),14,-3,-4.1,.,14,.,.,-7,.,.
O=C(NC(=Nc1ccccc1)N1CCOCC1)Nc1ccccc1,-1.5,-1,0.9,-2,2,-0.4,-3,-4,10,-13
CCOc1ccc(S(=O)(=O)NC(C)C(=O)NCc2ccc3c(c2)OCO3)cc1 (stereo not drawn),-2.4,-7,0.5,-8,-11,0.2,-8,0,3,13
